# Compound activity (PubChem)
# PMI act = activators of human phosphomannose isomerase. purified human PMI, coupled resazurin fluorescence, 20 min; stronger effect = higher value; 1 = vehicle control, 0 substrate-free wells. activation factor at 20 µM. actives 0.005% (n = 190,000). AID 1214;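 active = activation factor of 2 or more at 20 µM, relative to plate controls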
# Target sequence (P34949 whole entry, looked up): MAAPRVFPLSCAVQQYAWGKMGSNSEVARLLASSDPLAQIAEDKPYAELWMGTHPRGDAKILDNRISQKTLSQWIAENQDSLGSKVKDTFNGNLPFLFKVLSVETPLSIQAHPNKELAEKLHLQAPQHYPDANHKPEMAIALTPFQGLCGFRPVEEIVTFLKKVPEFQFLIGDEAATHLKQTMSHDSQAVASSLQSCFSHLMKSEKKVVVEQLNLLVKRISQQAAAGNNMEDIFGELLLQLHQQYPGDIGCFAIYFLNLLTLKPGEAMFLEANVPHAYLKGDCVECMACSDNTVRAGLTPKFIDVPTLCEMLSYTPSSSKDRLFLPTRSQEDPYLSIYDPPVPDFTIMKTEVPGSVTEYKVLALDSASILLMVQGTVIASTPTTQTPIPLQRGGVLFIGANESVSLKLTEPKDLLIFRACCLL
# Diaph act CS = activates diaphorase or chemically reduces, flagging diaphorase assay artifacts; activation factor at 20 µM; actives 0.005% (n = 190,000); Diaphorase/resazurin coupled assay, resorufin fluorescence, 16 min; stronger effect = higher value; 1 = vehicle wells, 0 = NADH-free wells;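 active = diaphorase activity raised at least twofold by the compound at 20 µM; inactive = activation factor below 2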
#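 Test system: Clostridium kluyveri diaphorase, purified enzyme; input: enzyme 0.07 U/mL final; buffer or medium: 50 mM HEPES pH 7.4 with 4.542 mM MgCl2, 0.005% Tween 20; also added: 0.114 mM NADH and 0.1 mM resazurin, final amounts; schedule: 16 min enzyme reaction, ambient temperature; technique: fluorescence of resorufin, 544 nm excitation, 590 nm emission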
# bIAP activator = increases bovine intestinal alkaline phosphatase activity | purified bovine IAP, CDP-star luminescence, 30 min; stronger effect = higher value; fold of DMSO-control signal, blank-subtracted | activation factor at 20 µM | actives 0.17% (n = 200,000);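 active = activation factor of 2 or more at 20 µM, a signal rise over negative controls twice the positive control's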
# Lmaj promast = inhibitors of Leishmania major promastigote growth; Leishmania major promastigotes, resazurin fluorescence viability; inhibition, % at 10 µM; actives 9% (n = 200,000); in the data active = inhibition above about 50%;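 note: promastigotes grown with compound for 44 hours at 28 °C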
# TNAP inh no acc = blocks human TNAP activity with no phosphate acceptor present; purified TNAP, CDP-star luminescence, 30 min; inhibition, % at 20 µM; P05186; actives 0.26% (n = 200,000);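 active = tissue-nonspecific alkaline phosphatase inhibition above about 50% at 20 µM in the single-dose screen, limit read from the data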;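 note: 0% = DMSO negative control and 100% = EDTA positive control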
# Target sequence (P05186 whole entry, looked up): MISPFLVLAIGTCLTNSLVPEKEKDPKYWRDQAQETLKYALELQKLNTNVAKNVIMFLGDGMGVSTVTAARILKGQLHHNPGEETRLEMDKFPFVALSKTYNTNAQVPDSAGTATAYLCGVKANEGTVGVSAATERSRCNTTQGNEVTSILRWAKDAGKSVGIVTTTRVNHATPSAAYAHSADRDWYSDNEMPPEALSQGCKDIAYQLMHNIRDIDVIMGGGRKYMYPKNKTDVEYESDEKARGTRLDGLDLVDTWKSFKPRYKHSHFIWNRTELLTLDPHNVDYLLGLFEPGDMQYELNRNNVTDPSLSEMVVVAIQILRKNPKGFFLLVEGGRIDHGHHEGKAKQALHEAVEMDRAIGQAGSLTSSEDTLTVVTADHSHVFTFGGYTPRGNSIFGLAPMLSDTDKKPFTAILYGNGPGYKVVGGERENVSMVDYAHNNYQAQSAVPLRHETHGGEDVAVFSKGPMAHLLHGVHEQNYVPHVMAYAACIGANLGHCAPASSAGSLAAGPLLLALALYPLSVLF
# Diaph inh CS = inhibits diaphorase or chemically oxidizes, flagging diaphorase assay artifacts; diaphorase resazurin-to-resorufin fluorescence, NADH, 16 min; bacterial (C. kluyveri) enzyme, not human; inhibition, % at 20 µM; actives 0.69% (n = 190,000); AID 1217;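 active = primary screen inhibition at 20 µM above a set limit, cut at about 50% in these data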;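 note: plate controls were DMSO with full reaction for no effect and wells lacking NADH for full effect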
#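 Detection: fluorescence of resorufin formed from resazurin, Ex 544/Em 590 nm; test system: Clostridium kluyveri diaphorase enzyme; amount: 0.14 U/mL diaphorase, enzyme working solution; times: 16-min room-temperature incubation before reading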
# TNAP inh hi DEA = blocks human TNAP under high phosphate acceptor concentration; P05186; purified TNAP, CDP-star luminescence, 1 M DEA; inhibition, % at 20 µM; actives 0.03% (n = 200,000); AID 1135;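 active = over 50% inhibition of tissue-nonspecific alkaline phosphatase at 20 µM in the single-dose screen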;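 note: plate controls were DMSO wells for no effect and EDTA-quenched wells as full inhibition for full effect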
# bIAP inhibitor = intestinal alkaline phosphatase (bovine) inhibition; inhibition, % at 20 µM; 190,000 tested, under 10 active; purified bovine IAP, CDP-star luminescence, 30 min;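 active = over 50% inhibition of intestinal alkaline phosphatase at 20 µM in the single-dose screen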
#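 test system = bovine IAP enzyme | medium = DEA buffer 100 mM, pH 9.8, with MgCl2 1.0 mM, ZnCl2 0.02 mM | detection = luminescence | dosing = single compound dose of 20 µM, 2% DMSO final | incubation = 30 min reaction at room temperature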
# TNAP act hiacc = TNAP (human) activation, high acceptor; P05186; AID 1136; activation factor at 20 µM; 200,000 tested, under 10 active; purified TNAP, CDP-star luminescence, 1 M DEA, 30 min; stronger effect = higher value; 0 = EDTA background, 1 = DMSO-only activity;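 active = activation factor at least 2 at 20 µM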
#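 Measured by: Luminescent substrate turnover signal | Test system: Human TNAP | Input: TNAP 1/800 final | Dosing: 20 µM single point | Schedule: 30 min, room temperature | Controls: EDTA wells as negative control, DMSO wells as positive control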
# PMI act satM6P = increases human PMI activity with near-saturating mannose 6-phosphate; AID 1216; activation factor at 20 µM; P34949; coupled PMI enzyme assay, resazurin fluorescence, 20 min; stronger effect = higher value; 1 = untreated enzyme, 0 = substrate-free blank; actives 0.34% (n = 190,000);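 active = activation factor of 2 or more at 20 µM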
#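 Test system: Human PMI in coupled enzyme assay | Input: 15 ng/mL PMI | Medium: HEPES-buffered pH 7.4 with magnesium and detergent | Compound: One concentration, 20 µM, in 1% DMSO | Incubation: Enzyme reaction with compound 20 min at room temperature | Detection: Diaphorase-driven resazurin-to-resorufin fluorescence, excitation 544, emission 590 nm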
# Numbers without * were called inactive; / = no result given.
SMILES,PMI act,Diaph act CS,bIAP activator,Lmaj promast,TNAP inh no acc,Diaph inh CS,TNAP inh hi DEA,bIAP inhibitor,TNAP act hiacc,PMI act satM6P
O=C(O)CCCCn1c(SCc2cc(=O)n3cc(Cl)ccc3n2)nc2ccsc2c1=O,1,0.6,1,-2,-7,41,-4,1,1,1
CC(=O)c1cccc(NC(=O)CN(c2cccc(F)c2)S(C)(=O)=O)c1,0.8,0.9,1,-2,-9,9,-6,1,1.1,0.9
Cc1ccc(N2CC(C(=O)NCCC(C)C)CC2=O)cc1 (configuration not stated),1,0.9,1.1,-2,-7,8,-2,-10,1,0.9
CCN(Cc1ccccc1)C(=S)Nc1cc(C(=O)OC)ccc1C(=O)OC,0.9,1,1,-8,-5,5,0,-2,1,1
Cc1c(C(=O)N2CCC(C)CC2)sc2ncnc(N3CCN(c4ccccc4)CC3)c12,0.9,0.9,0.9,6,-10,10,4,7,1,0.9
FC(F)(F)c1ccccc1NC(=S)N1CCN(c2ncccn2)CC1,0.9,0.9,1,31,-5,7,1,-1,1,1
Cc1noc(C)c1C(=O)Nc1c(F)cc(F)cc1Br,0.9,0.9,0.9,-1,-3,10,-2,14,1,0.9
CCCc1cc(=O)[nH]c(Nc2ccc(O)cc2)n1,0.8,0.9,1,-2,4,13,0,0,1,0.9
CCn1c2ccccc2c2nnc(SCC(=O)N(C)C3CCS(=O)(=O)C3)nc21 (configuration not stated),1,0.9,1.3,66*,-6,5,1,-34,1,1
COc1cccc(-c2nc(NC(C)(C)C)c3ccccc3n2)c1O,0.8,0.7,1,8,-1,34,-7,3,1.1,0.8
O=C(Nc1ccc(OCc2ccccc2)cc1)c1cccc([N+](=O)[O-])c1,1,1,1,45,-9,0,-1,3,1,1
Cc1ccc(Cc2nc(-c3ccccn3)no2)cc1,0.8,0.8,1,-3,-4,16,-1,3,1,0.9
COc1ccc(-c2noc(C3CCCN(C(=O)CCc4ccccc4)C3)n2)cc1 (configuration not stated),0.9,0.9,1.1,0,-5,15,-4,-11,1,0.9
CN(NS(C)(=O)=O)c1ncc(C(F)(F)F)cc1Cl,1,1,1.3,0,-4,4,-2,-27,1,1
O=S1(=O)CC(NCc2ccccc2)C(Nc2ccccc2)C1 (configuration not stated),0.9,0.9,0.9,1,-13,11,-2,10,1,0.9
COc1cccc(N2CCN(Cc3nc(N)nc(N4CCCc5ccccc54)n3)CC2)c1,0.8,0.8,1,18,-1,19,-4,-2,1,0.9
CCNC(=S)N1CCN(Cc2ccccc2)CC1,1,0.9,1.1,-5,-13,12,-1,-9,1,1.1
CCn1c(SCC(=O)OC)nnc1-c1ccncc1,1,1,0.9,-10,-6,4,4,7,1,1
Cc1cc(C)c(S(=O)(=O)N2CCCCC2)c(C)c1N(C)S(=O)(=O)c1ccccc1,0.8,0.8,1,8,-8,24,-4,0,1,0.8
COc1ccccc1C(CC(=O)Nc1ccc(Cl)cc1)c1ccc(OC(C)C)cc1 (configuration not stated),0.9,0.9,0.4,32,-40,6,-11,/,1.1,1.1
Cc1cccc(NC(=S)Nc2ccc(Br)cc2)c1,1,0.9,0.9,6,4,8,8,6,0.9,1
CCc1nnc(NC(=O)C(C)C)s1,1.1,1,0.9,-6,-6,3,4,9,1,1.1
CC(C)C(=O)NC(c1cccc([N+](=O)[O-])c1)c1c(O)ccc2ccccc12 (configuration not stated),0.9,0.7,1.4,-2,1,28,1,-36,1,0.7
O=C1CC(c2ccccc2)CN1C(=O)c1cccnc1 (configuration not stated),1,1.1,1,-7,-6,-5,-4,3,1,1.1
CC(CN1CCOCC1)C(=O)O (configuration not stated),1.2,1,0.9,-4,-13,2,-5,9,1.1,1.2

# Three compounds picked at random from the list so far:
SMILES,PMI act,Diaph act CS,bIAP activator,Lmaj promast,TNAP inh no acc,Diaph inh CS,TNAP inh hi DEA,bIAP inhibitor,TNAP act hiacc,PMI act satM6P
COc1cccc(-c2nc(NC(C)(C)C)c3ccccc3n2)c1O,0.8,0.7,1,8,-1,34,-7,3,1.1,0.8
Cc1ccc(Cc2nc(-c3ccccn3)no2)cc1,0.8,0.8,1,-3,-4,16,-1,3,1,0.9
CCNC(=S)N1CCN(Cc2ccccc2)CC1,1,0.9,1.1,-5,-13,12,-1,-9,1,1.1

# At a glance, twelve of the compounds above.
SMILES,PMI act,Diaph act CS,bIAP activator,Lmaj promast,TNAP inh no acc,Diaph inh CS,TNAP inh hi DEA,bIAP inhibitor,TNAP act hiacc,PMI act satM6P
O=C(O)CCCCn1c(SCc2cc(=O)n3cc(Cl)ccc3n2)nc2ccsc2c1=O,1,0.6,1,-2,-7,41,-4,1,1,1
CC(=O)c1cccc(NC(=O)CN(c2cccc(F)c2)S(C)(=O)=O)c1,0.8,0.9,1,-2,-9,9,-6,1,1.1,0.9
Cc1ccc(N2CC(C(=O)NCCC(C)C)CC2=O)cc1 (configuration not stated),1,0.9,1.1,-2,-7,8,-2,-10,1,0.9
CCN(Cc1ccccc1)C(=S)Nc1cc(C(=O)OC)ccc1C(=O)OC,0.9,1,1,-8,-5,5,0,-2,1,1
Cc1c(C(=O)N2CCC(C)CC2)sc2ncnc(N3CCN(c4ccccc4)CC3)c12,0.9,0.9,0.9,6,-10,10,4,7,1,0.9
FC(F)(F)c1ccccc1NC(=S)N1CCN(c2ncccn2)CC1,0.9,0.9,1,31,-5,7,1,-1,1,1
Cc1noc(C)c1C(=O)Nc1c(F)cc(F)cc1Br,0.9,0.9,0.9,-1,-3,10,-2,14,1,0.9
CCCc1cc(=O)[nH]c(Nc2ccc(O)cc2)n1,0.8,0.9,1,-2,4,13,0,0,1,0.9
CCn1c2ccccc2c2nnc(SCC(=O)N(C)C3CCS(=O)(=O)C3)nc21 (configuration not stated),1,0.9,1.3,66*,-6,5,1,-34,1,1
COc1cccc(-c2nc(NC(C)(C)C)c3ccccc3n2)c1O,0.8,0.7,1,8,-1,34,-7,3,1.1,0.8
O=C(Nc1ccc(OCc2ccccc2)cc1)c1cccc([N+](=O)[O-])c1,1,1,1,45,-9,0,-1,3,1,1
Cc1ccc(Cc2nc(-c3ccccn3)no2)cc1,0.8,0.8,1,-3,-4,16,-1,3,1,0.9

# More results.
SMILES,PMI act,Diaph act CS,bIAP activator,Lmaj promast,TNAP inh no acc,Diaph inh CS,TNAP inh hi DEA,bIAP inhibitor,TNAP act hiacc,PMI act satM6P
Cc1ccc(NCc2nnc(SCCN3CCCCC3)n2CC2CCCO2)c(C)c1 (configuration not stated),1.2,1.2,1.1,3,-7,-24,-10,-12,1.1,1.1
CC(=O)Nc1ccc(Nc2cc(N3CCOCC3)c3nonc3c2[N+](=O)[O-])cc1,1,0.9,0.9,14,10,14,15,14,0.9,0.9
Cc1cccc(S(=O)(=O)N(CC(=O)Nc2ccccc2C)Cc2ccco2)c1,0.9,0.9,1,38,-9,9,4,3,1,0.9
CC(C)(C)c1ccc(OCC(=O)NCc2ccco2)cc1,1.1,0.9,0.8,71*,-10,8,-4,21,1,1
CC(OC(=O)C1CC1)C(=O)Nc1cc(C(F)(F)F)ccc1Cl (configuration not stated),1.1,1,1,-1,-12,2,-3,-1,1,1.1
Cn1c(=O)cc(SCC(=O)NCc2ccco2)c2ccccc21,1.1,0.9,0.9,-7,-10,6,-2,7,1,1.1
O=C(Nc1ccc2c(c1)OCCO2)C1CCN(c2nnnn2-c2ccccc2)CC1,1,1,1.2,6,-6,0,1,-18,1,1.1
C=CCn1c(NCCOC)nc2c1c(=O)n(C)c(=O)n2C,1,1,1,-5,-4,4,-7,5,1.1,1
Cc1ccc(OCC(=O)N/N=C/c2c[nH]c3ccccc23)c([N+](=O)[O-])c1,1.1,0.9,1,-1,-5,12,2,1,1,1.1
Cc1[nH]c2ccccc2c1Cc1n[nH]c(=S)n1C,0.9,0.8,0.9,-5,3,15,0,8,1,0.8
O=C(NCc1nnc2c3ccccc3c(-c3ccccc3)nn12)c1ccccc1Cl,1.4,0.9,1,47,-13,12,-2,-4,1,1
CCn1c(C)c(C(C)=O)cc(C#N)c1=O,0.9,1.1,1,-3,-1,-7,0,2,1,1
Cc1cccc(C)c1NC(=O)Cn1nc(-c2ccccc2)nc1-c1ccccc1,0.9,1,1.1,-2,-7,0,-1,-14,1,0.6
CC(C)c1nc2ccccc2c2nnc(SCC(=O)NCc3ccco3)n12,0.9,0.8,0.9,1,-5,20,-1,12,1,1
CN(C)/C=C/C(=O)c1ccc(-c2ccc(Cl)cc2Cl)o1,1,1,1.1,3,3,-2,0,-10,1,1
CCC(C)(C)NC(=O)CN(Cc1cccs1)C(=O)C(=O)Nc1ccc2c(c1)OCCO2,0.8,0.8,0.9,6,-12,18,-7,5,1.1,0.9
COc1ccc(NC(=O)N2CCC(c3nc4ccccc4[nH]3)CC2)cc1,1,0.9,1,-2,-5,14,2,0,1,0.7
O=C(N[C@@H](c1ccccc1)[C@@H]1C[C@H]1C(=O)NCc1ccccn1)OCc1ccccc1,1,0.9,1.1,-7,-4,12,0,-11,1,0.9
Cc1ccc(S(=O)(=O)c2cccc(S(=O)(=O)N3CCOCC3)c2)cc1S(=O)(=O)N1CCOCC1,0.9,0.9,1,-2,-5,11,-4,3,1,0.9
Cc1ccc(S(=O)(=O)N2CCC(C(=O)N[C@@H](C)C(=O)NCc3ccco3)CC2)cc1,1.1,0.9,0.9,-6,-10,7,-2,6,1,1
CCC(=O)N1CCc2cc(S(=O)(=O)NC(Cc3ccccc3)C(=O)NC3CCCC3)ccc21 (configuration not stated),1.1,0.9,0.9,11,-15,14,-5,6,1,1.1
